S1P3 antag: S1P3 receptor antagonists, primary screen, cell-based | inhibition, % at 4.98 µM | CHO S1P3 NFAT-BLA reporter, FRET fluorescence, antagonist mode | AID 485, 2006 | 170,000 tested, 0.27% active;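 active means inhibition above the plate cutoff, the mean inhibition of test wells on that plate plus 3 SD, cut at about 28% in these data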;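 further: cells challenged with S1P at its EC80 of 0.8 µM; blue over green emission ratio from cleaved BLA substrate after 4 h stimulation; 0% = S1P-stimulated wells and 100% = unstimulated DMSO-only wells; some compounds past the cut are filed as inactive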
Target sequence (Q99500 whole entry, looked up): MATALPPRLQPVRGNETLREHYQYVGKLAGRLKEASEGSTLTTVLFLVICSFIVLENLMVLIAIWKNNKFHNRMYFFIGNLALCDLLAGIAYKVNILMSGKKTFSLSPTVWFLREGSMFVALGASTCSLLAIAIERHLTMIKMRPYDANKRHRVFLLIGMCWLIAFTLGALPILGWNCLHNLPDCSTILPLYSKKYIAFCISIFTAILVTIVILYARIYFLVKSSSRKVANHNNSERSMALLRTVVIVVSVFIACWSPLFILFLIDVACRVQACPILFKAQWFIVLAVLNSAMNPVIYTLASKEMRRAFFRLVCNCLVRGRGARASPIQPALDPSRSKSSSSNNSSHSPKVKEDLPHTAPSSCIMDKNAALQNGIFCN
An asterisk follows results filed as active.

SMILES	S1P3 antag
Cn1c(=O)c2c([nH]c(OCc3ccc(Cl)cc3Cl)[n+]2Cc2ccc(F)cc2)n(C)c1=O	-5
Cc1ccc(Cn2cccc(NC(=O)CCC3CCCC3)c2=O)cc1	5
CCN(CC)S(=O)(=O)c1cccc(-n2c(O)c(C=Nc3ccccc3C(=O)O)c3ccccc3c2=O)c1	23
COc1cc2c(cc1OC)C(C)=NC1(CCCCC1)C2	3
O=C(CN1C(=O)C2CC=CCC2C1=O)Nc1ccc(S(=O)(=O)Nc2ncccn2)cc1 (stereo not given)	-2
Cc1nc(-c2noc(-c3ccccc3Cl)n2)c(C(F)(F)F)o1	-13
O=C1/C(=C/c2ccc(F)cc2)Oc2cc(OC(=O)N3CCOCC3)ccc21	-6
C=C1SC(Nc2c(C)cc(C)cc2C)=NC12CCCCC2	3
Cn1cccc1/C=N/NC(=O)Cc1ccccc1	-16
O=S(=O)(Cc1noc(-c2ccc(OC(F)(F)F)cc2)n1)c1ccc(F)cc1	5
CC(C)Cn1c(N)c(C(=O)CSc2nnnn2-c2ccc(Cl)cc2)c(=O)n(C)c1=O	-15
COC(=O)c1nnn(-c2nc(N3CCCCC3)nc(N3CCCCC3)n2)c1C	-1
CCCc1nc(-c2cc3cc(C)ccc3[nH]c2=O)no1	-2
CN(C)CCCNc1cc(C(C)(C)C)nc2c(-c3ccccc3)cnn12	3
O=c1c2[nH]c3ccc(F)cc3c2ncn1CC1CCCO1 (stereo not given)	-7

Three compounds already listed, arranged by their value in S1P3 antag, largest number first:
Molecule	S1P3 antag
CN(C)CCCNc1cc(C(C)(C)C)nc2c(-c3ccccc3)cnn12	3
O=C1/C(=C/c2ccc(F)cc2)Oc2cc(OC(=O)N3CCOCC3)ccc21	-6
O=c1c2[nH]c3ccc(F)cc3c2ncn1CC1CCCO1 (stereo not given)	-7

Further records follow.
SMILES	S1P3 antag
COc1ccc(C(=O)O)cc1S(=O)(=O)NCCc1ccccn1	-1
Cc1cc(NC(=O)CN2CCCCC2)n(-c2ccccc2)n1	4
O=C(NCc1ccccc1Cl)c1ccc(CSc2nc3ccncc3[nH]2)cc1	-10
CCn1c(=NC(=O)C2COc3ccccc3O2)sc2c(OC)ccc(OC)c21 (stereo not given)	7
COc1ccc(C2OC(=O)C(C)(C)C(=O)C2(C)C)cc1OC (stereo not given)	-4
O=C(O)/C=C/c1cn(-c2ccccc2)nc1-c1cc2ccccc2o1	6
Cc1ccc(NC(=S)Nc2ccc(S(=O)(=O)Nc3ncccn3)cc2)cc1Cl	-13
Cc1cccc2c1NC(=O)C21N2CCCC2C(C(=O)c2ccc3ccccc3c2)C12C(=O)Nc1ccccc12 (stereo not given)	3
CSc1nc(=S)cc(C)[nH]1	3
Cc1ccnc(NS(=O)(=O)c2cc(C(F)(F)F)ccc2Cl)c1	4
COC(=O)c1[nH]c2ccccc2c1NC(=O)c1c(F)cccc1F	-3
Cc1noc(C)c1COC(=O)COc1ccc(-c2ccccc2)cc1	-1
CCNc1nc(N)c(C(=O)C23CC4CC(CC(C4)C2)C3)s1	-7
CC(=O)NS(=O)(=O)c1ccc(Nc2ccc([N+](=O)[O-])c3nonc23)cc1	-6
Cc1ccc(OCC(=O)N(Cc2cccs2)C2CCS(=O)(=O)C2)cc1C (stereo not given)	7
O=C(CSc1nnnn1C1CCCC1)Nc1ccccc1F	-9
COc1ccc2c(=O)c3c(=O)n(-c4ccc(C)cc4)c(-c4ccccc4)nc3oc2c1	-7
C=CCNc1nc(-c2cccs2)c(CC(=O)O)s1	-4
O=C(CCn1cnc2ccccc21)N/N=C/C=C/c1ccccc1	2
Cc1noc(-c2ccccc2)c1NC(=O)Nc1ccc(Cl)cc1	8
CN(C)c1ccc(C2Nc3ccccc3C(=O)N2CCCN2CCOCC2)cc1 (stereo not given)	-4
COc1cccc(N=C(N)N=C(N)N)c1	2
Cc1cc(C(=O)NNc2ccccc2F)no1	-1
Cc1cc(C)cc(NC(=O)Nc2ccccc2N2CCCCC2)c1	-6
Cn1nnnc1SCc1nc2scc(-c3ccc(Cl)cc3)c2c(=O)[nH]1	1
NC(=O)Nc1ccc(C(=O)OCC(=O)Nc2ccc(Cl)cn2)cc1	5
CCCCn1c(NCc2ccc(N(C)C)cc2)nc2ccccc21	11
COCCCn1c(=N)c(C(N)=S)cc2c(=O)n3cccc(C)c3nc21	-10
O=C(NC(=S)Nc1ccc(CN2CCOCC2)cc1)c1ccc(-c2ccc(Br)cc2)o1	12
CSc1ccc(C(=O)C2CCCN(C(=O)c3ccc4c(c3)no[n+]4[O-])C2)cc1 (stereo not given)	-11
N#CCCn1cc(/C=N/N=C2\NC(=O)C(CC(=O)O)S2)c(-c2ccc(F)cc2)n1 (stereo not given)	-2
O=C(O)c1ccc(CSc2ncnc3c2cnn3Cc2ccccc2)cc1	-2
CCCc1cc(=O)c2c(O)ccc(OC)c2o1	5
O=c1[nH]c2c(cnn2-c2ccc(Cl)cc2)c(=O)n1-c1cccc(Cl)c1	-8
CC(NC(=O)CSc1ncccc1C(=O)O)C1CC2CCC1C2 (stereo not given)	-9
COCc1cc(=O)[nH]c(/N=C(\N)Nc2ccc(Cl)c(Cl)c2)n1	9
Cc1cc(N/C=C(\C#N)S(=O)(=O)c2ccccc2Cl)nc(C)n1	-12
S=C(Nc1ccccc1Cl)N1CCCC(c2ccccc2)=N1	-2
C=CCOC(=O)C1=C(C)N=c2s/c(=C3\C(=O)N(CC(=O)O)c4ccccc43)c(=O)n2C1c1ccc(OC)cc1 (stereo not given)	-17
Cc1cccc(-n2c(=S)[nH]c3nc4c(cc3c2=O)COC(C)(C)C4)c1	-19
O=C(Cn1cnc2cc([N+](=O)[O-])ccc2c1=O)Nc1cccc2ccccc12	-16
Cc1c([N+](=O)[O-])c(N)nn1C	1
Nc1scn[n+]1Cc1cccc2cccnc12	-4
COc1cc(/C=N/Nc2nc(N3CCCC3)nc(N3CCCC3)n2)ccc1OCc1ccccc1F	-12
COC(=O)c1cncc(C)c1	2
N#C/C(=C\c1ccc(F)cc1F)S(=O)(=O)c1ccccn1	-2
Cc1nnsc1-c1c(C(=O)O)c(C)nn1-c1ccc(OC(F)(F)F)cc1	-6
O=C(O)c1csc(-c2ccccc2)n1	-6
CCCCC(=O)N/C(N)=N/c1nc2ccccc2o1	-2
C[C@H](NC(=O)CCn1nnc2ccccc2c1=O)C(=O)O	-16
COc1ccc(-c2csc(NC3OC(=O)c4ccccc43)n2)cc1 (stereo not given)	8
COC(OC)C(C)NC(=O)NC(=O)c1ccccc1Cl (stereo not given)	-3
COc1ccc(Oc2cccc(Cl)c2CNC(=O)c2ccccc2C(=O)O)cc1	12
Cc1c([N+](=O)[O-])c(C/C=N/O)nn1C	-2
COc1cccc(/C=N/NC(=O)c2ccoc2C)c1	3
C(=N\Nc1ccc2nncn2n1)/c1ccccn1	-6
COC(=O)Cn1nnc(N2CCOCC2)n1	-3
Cc1ccc(S(=O)(=O)N2CCN(CC(=O)N/N=C\c3ccncc3)CC2)cc1	6
CSc1cccc(NC(=O)NCc2cccc(CNC(=O)Nc3cccc(SC)c3)c2)c1	10
Cc1nn(-c2ccccc2)c(N)c1C1(O)C(=O)Nc2ccccc21 (stereo not given)	-5

Carrying on:
SMILES	S1P3 antag
CN(C)C(=O)CSc1nc2ccc(N3C(=O)c4ccccc4C3=O)cc2s1	-8
CCOC(=O)c1c(NC(=O)c2cc(C3CC3)on2)sc2c1CCCC2	15
N=C1/C(=C\c2coc3ccccc3c2=O)C(=O)N=C2SC=CN12	-2
O=C1c2ccc([N+](=O)[O-])cc2NC(c2ccco2)N1/N=C/c1ccco1 (stereo not given)	-3
COc1ccc(-c2c3c(=O)n(C)c(=O)n(C)c3cn2-c2ccccc2O)cc1	19
CCCCc1ccc(NC(=O)N[C@@H](C)C(=O)O)cc1	11
Cc1cc(=O)[nH]c(N/N=C2/CCCC/C2=C\c2ccccc2)n1	5
NC(=O)c1ccccc1NC(=O)COc1ccc(Cl)cc1	5
CCOc1ccccc1N1CN(C2CCCCC2)CNC1=S	3
COc1cccc(C2Oc3ccccc3C3CC(c4cccs4)=NN32)c1 (stereo not given)	2
Cc1ccc(/C=C2/C(=O)ON=C2c2ccccc2)o1	-10
O=C(NCC1(N2CCCCC2)CCCCC1)c1ccc(S(=O)(=O)N2CCCC2)cc1	6
O=C(O)c1cccnc1Sc1ncnc2sc3c(c12)CCC3	10
Cc1nn(-c2ccccc2)c(=O)c2noc(C)c12	-12
COc1ccc(NC(=O)Cn2c(=O)oc3ccccc32)cc1	6

In a second layout: results already given.
| compound | S1P3 antag |
| --- | --- |
| COc1ccc(C(=O)O)cc1S(=O)(=O)NCCc1ccccn1 | -1 |
| Cc1cc(NC(=O)CN2CCCCC2)n(-c2ccccc2)n1 | 4 |
| O=C(NCc1ccccc1Cl)c1ccc(CSc2nc3ccncc3[nH]2)cc1 | -10 |
| CCn1c(=NC(=O)C2COc3ccccc3O2)sc2c(OC)ccc(OC)c21 (stereo not given) | 7 |
| COc1ccc(C2OC(=O)C(C)(C)C(=O)C2(C)C)cc1OC (stereo not given) | -4 |
| O=C(O)/C=C/c1cn(-c2ccccc2)nc1-c1cc2ccccc2o1 | 6 |
| Cc1ccc(NC(=S)Nc2ccc(S(=O)(=O)Nc3ncccn3)cc2)cc1Cl | -13 |

Later entries:
SMILES	S1P3 antag
CC(C)CCOc1cccc(C2c3c(oc4ccccc4c3=O)C(=O)N2CCCN2CCOCC2)c1 (stereo not given)	-27
CCOc1ccc2c(c1)nc(C)n2C	14
COCC1CCN(Cc2cn[nH]c2-c2ccc(OC)c(F)c2)C1 (stereo not given)	-4
COCC1=C(C(=O)OC)C(c2ccco2)n2ncnc2N1 (stereo not given)	4
Nc1nnn(CC(=O)N/N=C/C=C/c2ccccc2)n1	2
COC(=O)c1ccc(-n2c(C)cc(/C=N/Nc3nc(C)cc(=O)[nH]3)c2C)cc1	11
COc1ccccc1C(=O)C1CCCN(Cc2ccc3c(c2)OCCO3)C1 (stereo not given)	-14
CCN(CC)CCn1c(C)nc2c(sc3nc4c(cc32)COC(C)(C)C4)c1=O	-7
Cc1ccc(S(=O)(=O)/N=S(/c2ccccc2)C(C)C)cc1 (stereo not given)	8
N#Cc1ccc(NC(=O)COC(=O)CCc2nc3ccccc3c(=O)[nH]2)cc1	-1
O=C(CCc1ccccc1)NNc1ccc(F)cc1	3
O=C(/C=C/c1ccc2c(c1)OCCO2)c1ccc(O)cc1	-1
CCSc1nc(-c2cccs2)nc2c1c(=O)n(C)c(=O)n2C	3
Cc1c(-c2ccccc2Cl)nc2ccccc2c1C(=O)O	5
Cc1cc2cc(CNC(=O)COc3ccccc3)ccc2n1C	12
Cc1c(N=C2NN=C(c3c[nH]c4ccccc34)CS2)c(=O)n(-c2ccccc2)n1C	0
Nc1ccccc1SC1CC(=O)N(c2ccccc2Cl)C1=O (stereo not given)	-10
CC(=O)c1cccc(CN2CCN(CCC(C)C)C(CCO)C2)c1 (stereo not given)	-8
N/C(=N\c1nc2ccccc2o1)NC(=O)c1cccc(Cl)c1	-4
O=C(Cc1cccs1)N1CCN=C1SCc1cccc(F)c1	-11
COc1ccc(NC(=O)COC(=O)c2cc(OC)c(OC)c(OC)c2)c([N+](=O)[O-])c1	9
Oc1c(Cl)cc(Cl)cc1/C=N/NC(=S)NC1CC2C=CC1C2 (stereo not given)	6
C/C=C(\C)C(=O)NNC(=O)c1sc(-c2ccccc2)nc1C	5
COc1ccc2cc1Oc1ccc(cc1)CC1c3c(cc(OC)c4c3Oc3cc5c(cc3O4)CCNC5C2)CCN1C (stereo not given)	-11
CCN(CC)C(=O)c1ccc(-c2nnc(OC)c3ccccc23)cc1	5
O=C1NC(=S)N/C1=C\c1ccccc1OCc1ccc(C(=O)O)cc1	-2
O=C(O)c1ccc(N/N=C/c2cccc3cccnc23)cc1	-16
CC(=O)Nc1ccc(NC(=O)C(C)OC(=O)/C=C/c2cnc3ccccc3n2)cc1 (stereo not given)	6
Cc1cc2cc(CNC(=O)c3ccc(S(=O)(=O)N4CCOCC4)cc3)ccc2[nH]1	8
CCN1CCN(C(=O)C23CCC(C)(C(=O)C2Br)C3(C)C)CC1 (stereo not given)	-13
CCc1ccc(CCN2C(=O)c3ccccc3C2=O)nc1	-9
CC1CCc2sc(C(=O)Nc3ccc(C(N)=O)cc3)cc2C1 (stereo not given)	3
Cc1cccc2cc(/C=N/NC(=O)c3ccncc3)c(Cl)nc12	9
Cc1ccc(COc2ccccc2-c2cc(C(=O)N/N=C/c3cccnc3)[nH]n2)cc1	8
CCOC(=O)c1cc[nH]c1CC(=O)NC	-5
CCOC(=O)Cc1[nH]nc2c1C(Cc1ccccc1)C(C#N)=C(N)O2 (stereo not given)	1
CC(=O)c1sc(-c2ccc(F)cc2F)nc1C	-8
CCOC(=O)CN1NC2(CCCCCC2)NC1=S	4
Cc1nc(SCC(=O)O)c(C#N)c(-c2ccco2)c1C(=O)N(C)C	-3
COc1cccc(C(=O)Nc2ccc(Oc3cccc(C(F)(F)F)c3)nc2)c1	-9
NC(=O)Nn1c(CCC(=O)O)ccc1-c1ccc(Cl)cc1	8
CNC(=O)COC(=O)/C=C/c1cn(-c2ccccc2)nc1-c1ccc(C)o1	-11
Nc1nc(NCCCN2CCOCC2)nc(Nc2cccc(Cl)c2)c1[N+](=O)[O-]	-1
Nc1nc(SCC(=O)Nc2ccc(Cl)c(S(=O)(=O)N3CCOCC3)c2)n[nH]1	-6
COc1ccc(-c2nnc(SCC(C)C)o2)cc1	-3
CSc1cccc(NS(=O)(=O)c2ccc(C(C)=O)cc2)c1	13
CCOc1ccc(N2C(=O)C(=O)/C(=C(/O)c3ccccc3)C2c2ccccc2[N+](=O)[O-])cc1 (stereo not given)	3

7 successive entries from above:
SMILES	S1P3 antag
CCc1ccc(CCN2C(=O)c3ccccc3C2=O)nc1	-9
CC1CCc2sc(C(=O)Nc3ccc(C(N)=O)cc3)cc2C1 (stereo not given)	3
Cc1cccc2cc(/C=N/NC(=O)c3ccncc3)c(Cl)nc12	9
Cc1ccc(COc2ccccc2-c2cc(C(=O)N/N=C/c3cccnc3)[nH]n2)cc1	8
CCOC(=O)c1cc[nH]c1CC(=O)NC	-5
CCOC(=O)Cc1[nH]nc2c1C(Cc1ccccc1)C(C#N)=C(N)O2 (stereo not given)	1
CC(=O)c1sc(-c2ccc(F)cc2F)nc1C	-8

Not all compounds are listed. The share of hits here may be higher or lower than overall.
